From PubChem BioAssay
FBW7 activator = FBW7 E3 ligase activators, primary screen, biochemical, AlphaScreen, human; 650,000 tested, 0.13% active; normalized activity (activation), % at 26.1 µM; AID 1259310, 2017; F-box/WD repeat-containing protein 7 (Homo sapiens), Q969H0; AlphaScreen FBW7–phospho-cyclin E peptide binding, activator screen; in the data active = normalized activity above about 1.9%;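 note: purified mutant Fbw7 with reduced substrate affinity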
TEAD-YAP block = TEAD-YAP interaction inhibition, primary screen, TEAD-YAP interaction inhibitor project, luminescence, HEK-TIYL cells | TEAD-Gal4/YAP UAS-luciferase luminescence | inhibition, % at 9.12 µM | 640,000 tested, 1.4% active; in the data active = inhibition above about 32%;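 note: 0% = median of test compound wells and 100% = reference inhibitor wells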
MITF primary = MITF inhibitors, primary screen, biochemical, AlphaScreen, human | AID 1259374, 2018 | 650,000 tested, 0.91% active | inhibition, % at 2.6 µM | AlphaScreen MITF homodimerization, bead proximity signal; in the data active = inhibition above about 50%;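 note: 0% = vehicle wells with protein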
Target sequence (O75030 whole entry, looked up): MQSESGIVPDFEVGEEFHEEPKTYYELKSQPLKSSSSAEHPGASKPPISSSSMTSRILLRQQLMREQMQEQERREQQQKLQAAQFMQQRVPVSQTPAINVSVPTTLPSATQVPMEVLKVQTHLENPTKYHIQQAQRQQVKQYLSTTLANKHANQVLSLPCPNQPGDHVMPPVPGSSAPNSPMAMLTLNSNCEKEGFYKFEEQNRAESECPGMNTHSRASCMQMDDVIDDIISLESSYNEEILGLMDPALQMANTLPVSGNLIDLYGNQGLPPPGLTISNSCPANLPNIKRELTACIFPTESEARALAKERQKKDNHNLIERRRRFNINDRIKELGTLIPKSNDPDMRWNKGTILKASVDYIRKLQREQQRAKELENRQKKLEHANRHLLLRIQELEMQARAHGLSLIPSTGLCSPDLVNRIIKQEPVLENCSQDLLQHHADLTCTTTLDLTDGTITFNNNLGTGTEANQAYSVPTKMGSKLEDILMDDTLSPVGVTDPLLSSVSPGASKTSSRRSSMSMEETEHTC
GPR151 ag = activators of human GPR151, primary screen, cell-based, PathHunter beta-arrestin, luminescence; 650,000 tested, 1% active; PathHunter beta-arrestin GPR151 cells; activation, % at 11.2 µM; G-protein coupled receptor 151 (Homo sapiens), Q8TDV0; in the data active = activation above about 4.9%;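 note: 0% = median of compound wells and 100% = cells with positive control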
Target sequence (Q8TDV0 whole entry, looked up): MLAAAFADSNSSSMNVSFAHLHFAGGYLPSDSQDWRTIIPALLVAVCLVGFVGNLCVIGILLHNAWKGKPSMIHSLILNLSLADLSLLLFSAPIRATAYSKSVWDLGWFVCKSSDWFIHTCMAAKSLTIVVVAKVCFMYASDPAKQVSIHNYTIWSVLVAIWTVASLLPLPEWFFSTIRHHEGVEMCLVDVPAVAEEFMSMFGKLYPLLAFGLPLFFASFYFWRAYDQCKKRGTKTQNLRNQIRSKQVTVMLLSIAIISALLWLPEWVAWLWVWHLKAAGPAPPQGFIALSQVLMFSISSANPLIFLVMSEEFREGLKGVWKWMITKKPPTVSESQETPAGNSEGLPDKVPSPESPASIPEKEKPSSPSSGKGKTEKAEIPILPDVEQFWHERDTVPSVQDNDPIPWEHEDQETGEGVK
An asterisk follows results filed as active.

smiles | FBW7 activator | TEAD-YAP block | MITF primary | GPR151 ag
Cc1nc2sc(C(c3ccccc3F)N3CCC(O)CC3)c(O)n2n1 (stereo unspecified) | 0.0 | 2 | 32 | -0.7
CCOC(=O)N1CCC(NC(=O)CSCc2nc(-c3sccc3C)oc2C)CC1 | -0.2 | 2 | 2 | 0.6
CCOc1ccccc1NC(=O)C1=C(C)NC(=O)NC1c1ccccc1F (stereo unspecified) | 0.0 | -8 | -15 | 0.4
CCOc1ccc(C(=O)NCCNC(=O)c2ccc(NC(C)=O)cc2)cc1OCC | 0.8 | -5 | 24 | -0.5
COc1cc(NC(=O)CS(=O)(=O)c2ccccc2)cc(OC)c1OC | 0.7 | 5 | -1 | 0.7
Cc1c(C(=O)N2CCN(c3ccc(F)cc3)CC2)sc2ncnc(N3CCOCC3)c12 | 0.2 | 3 | -13 | 0.1
CCOc1ccc(N(C(C)C(=O)Nc2cccnc2)S(C)(=O)=O)cc1 (stereo unspecified) | 0.0 | 4 | 6 | -1.3
O=C(Cn1c(=O)oc2ccccc21)NCc1ccco1 | 0.0 | 3 | 17 | 5.3*
COc1ccccc1N1CCN(c2nc3ccccc3n3cnnc23)CC1 | 0.1 | -3 | 1 | -1.3
O/N=C(\c1ccccc1)c1cc2ccccc2o1 | -0.1 | -9 | -10 | 1.2
O=C(CC1(O)C(=O)Nc2ccc([N+](=O)[O-])cc21)c1ccc(Cl)s1 (stereo unspecified) | 0.8 | -15 | 12 | 1.0
CN(C)CCC(=O)c1ccc(S(C)(=O)=O)cc1 | 0.2 | 10 | 6 | 1.4
C=CCn1c(SCC(=O)Nc2ccc(OC)c(Cl)c2)nnc1-c1cccnc1 | 0.1 | 15 | -2 | 0.7
CC1CN(C(=O)CCC(=O)NCCCN(Cc2ccccc2)C(C)C)c2ccccc2O1 (stereo unspecified) | -0.1 | 4 | -5 | -3.0
CCCCc1ccc(-c2nc3ccccc3c(=O)n2NCc2ccc(Br)cc2)cc1 | -0.1 | -11 | 0 | 0.4
NC(=S)N/N=C1\CCCCC1c1ccccn1 (stereo unspecified) | 0.6 | -8 | 13 | -1.0
COc1ccc(NC(C)=O)cc1S(N)(=O)=O | 0.2 | 3 | -1 | -0.1
COc1cn(-c2ccc(F)cc2)nc1C(=O)Nc1ccccc1SC | 0.1 | 32* | 6 | 0.8
COc1ccc(-c2nc3ccccc3s2)cc1NC(C)=O | 0.0 | -42 | 7 | 4.9*
O=C(Nc1cccnc1Cl)c1ccc(Br)o1 | 0.4 | -20 | 17 | -2.4

Reformatted with two lines to a compound: part of the list above
The line under a structure holds: FBW7 activator	TEAD-YAP block	MITF primary	GPR151 ag
> CCCCc1ccc(-c2nc3ccccc3c(=O)n2NCc2ccc(Br)cc2)cc1
    -0.1	-11	0	0.4
> NC(=S)N/N=C1\CCCCC1c1ccccn1 (stereo unspecified)
    0.6	-8	13	-1.0
> COc1ccc(NC(C)=O)cc1S(N)(=O)=O
    0.2	3	-1	-0.1
> COc1cn(-c2ccc(F)cc2)nc1C(=O)Nc1ccccc1SC
    0.1	32*	6	0.8
> COc1ccc(-c2nc3ccccc3s2)cc1NC(C)=O
    0.0	-42	7	4.9*

Next section:
smiles | FBW7 activator | TEAD-YAP block | MITF primary | GPR151 ag
CCN=C(NCC)SC1CC(=O)N(c2cc(Cl)cc(Cl)c2)C1=O (stereo unspecified) | 0.5 | -1 | -5 | -0.4
O=C(Nc1ccnn1C1CCN(C(=O)c2ccc3ccccc3n2)CC1)C1CC1 | 0.1 | -3 | -7 | -1.1
COc1ccc(-c2nc3cc(Cl)ccc3c(=O)o2)cc1[N+](=O)[O-] | 0.0 | 9 | 4 | 0.0
COc1ccc(C2/C(=C(/O)c3ccc(C)cc3)C(=O)C(=O)N2CCN2CCOCC2)c(OC)c1 (stereo unspecified) | 0.2 | -3 | -2 | 0.3
COc1ccc2nc3sc(C(=O)N4CCN(c5ccccc5OC)CC4)c(N)c3cc2c1 | 0.1 | -2 | 0 | -0.9
O=C1C2C3CC(c4ccccc4)C(C3)C2C(=O)N1c1nccs1 (stereo unspecified) | 0.1 | 3 | -1 | -0.3
Cc1cc(OCC(O)CNC(C)(C)C)ccc1Cl (stereo unspecified) | 0.1 | 12 | -4 | -0.9
CCOC(=O)c1c(C)n(C)c2ccc(O)c(S(=O)(=O)c3ccc(OC)cc3)c12 | 0.0 | -1 | -2 | 0.1
O=C1CC(=O)Nc2cc(S(=O)(=O)Nc3ccc(Cl)cc3)ccc2N1 | 0.6 | 3 | 9 | -1.0
Clc1ccc(CNc2nc(N3CCCC3)nc(N3CCCC3)n2)cc1 | 0.1 | -7 | 18 | 0.6
O=S(=O)(c1ccc2[nH]c3c(c2c1)CCCC3)N1CCCCC1 | 0.0 | -1 | 0 | 0.1
COc1ccc(Cc2nnc(C3CCN(CC(=O)Nc4cccc(F)c4)CC3)s2)cc1 | 0.1 | 21 | -10 | 1.3
O=C(NC1CCCC1)C(c1ccccc1)N(Cc1ccco1)C(=O)c1ccco1 (stereo unspecified) | -0.1 | 3 | -2 | -1.3
Cc1ccc(OCC(=O)Nc2cc(Cl)ccc2O)cc1 | 0.1 | -25 | 3 | 0.2
CN1C(=O)[C@H]2CN(C(=O)c3cc(F)cc(F)c3)CCN2C(=O)[C@@H]1CO | 0.3 | 3 | 11 | -1.0
NC(=O)c1ccc(-c2nc3ccc(C(=O)Nc4ccccc4)cc3s2)cc1 | 0.6 | -35 | 15 | -0.1
N/C(Cc1ccc(Cl)cc1)=N\OC(=O)c1ccc([N+](=O)[O-])cc1 | 0.0 | 7 | 18 | 2.7
CS(=O)(=O)N(Cc1ccccc1)c1ccc(C(=O)Nc2ccc(F)c(Cl)c2)cc1 | -0.1 | 2 | 1 | -0.6
COc1cc(/C=N/NC(=S)Nc2cccc(C(=O)O)c2)ccc1O | -0.1 | 32* | -3 | -1.9
Cc1cc(C)cc(-n2nnnc2SCC(=O)Nc2cccc(NC(=O)c3ccco3)c2)c1 | -0.1 | 1 | -2 | -1.8

Another view of some results above.
Results follow in this order: FBW7 activator	TEAD-YAP block	MITF primary	GPR151 ag
O=S(=O)(c1ccc2[nH]c3c(c2c1)CCCC3)N1CCCCC1
  0.0	-1	0	0.1
COc1ccc(Cc2nnc(C3CCN(CC(=O)Nc4cccc(F)c4)CC3)s2)cc1
  0.1	21	-10	1.3
O=C(NC1CCCC1)C(c1ccccc1)N(Cc1ccco1)C(=O)c1ccco1 (stereo unspecified)
  -0.1	3	-2	-1.3

Continuation.
smiles | FBW7 activator | TEAD-YAP block | MITF primary | GPR151 ag
CCOC(=O)c1c(NC(=O)CSc2nnc(C)s2)sc2c1CCC2 | 0.1 | 4 | 54* | -0.7
COCCN1C(=O)C2C(C(=O)Nc3cccc(OC)c3)C3C=CC2(O3)C1C(=O)NC1CCCCC1 (stereo unspecified) | -0.1 | -9 | 0 | 0.5
O=C(NCC(O)c1ccc(Cl)cc1)c1cc(-c2ccc3[nH]ncc3c2)ccn1 (stereo unspecified) | 0.6 | 2 | 11 | -0.2
Cc1c(C(=O)N(C)C2CCCCC2)sc2ncn(CC(=O)N3CCCCC3)c(=O)c12 | 0.0 | 3 | -2 | 0.3
COCc1cc(C)nc(SCC(=O)NC23CC4CC(CC(C4)C2)C3)c1C#N | -0.1 | 3 | -24 | 1.3
COc1ccc(CNc2ccc3ncc(-c4ccc(OC)cc4)n3n2)cc1 | -0.1 | 22 | -14 | 5.5*
COc1ccccc1CCc1nnc(CCC(=O)NC(C)Cc2cccc(C)n2)o1 (stereo unspecified) | -0.1 | 7 | -2 | -1.2
Cc1cccc(C)c1NC(=O)CS(=O)CC(=O)N1CCN(c2ccccc2)CC1 (stereo unspecified) | -0.2 | -5 | 1 | 0.5
Cc1ccc(C)c(NC(=O)c2c(O)c3ccccc3n(C)c2=O)c1 | -0.1 | -2 | -3 | -0.8
O=c1oc(-c2cccc(F)c2)nc2ccc(Br)cc12 | 0.1 | 10 | 7 | -5.5
Cc1noc(C)c1S(=O)(=O)NC1CCCCC1 | 0.0 | 6 | 11 | -1.1
CCc1ccc(NC(=O)CSCC(=O)Nc2ccc(CC)cc2)cc1 | -0.2 | -6 | -9 | 1.5
O=C(Nc1ccc(NC(=O)c2cccc(Cl)c2Cl)cc1)c1ccco1 | 0.0 | -42 | -9 | 2.2
N#Cc1c(-c2cccs2)cc(-c2cccnc2)nc1N | 0.7 | 25 | 1 | -1.2
CC(C)[C@@H](C(=O)OCC(=O)c1ccc2c(c1)NC(=O)CO2)N1C(=O)c2ccccc2C1=O | 0.0 | -3 | -5 | 1.2
Cc1cc(C(F)(F)F)nc2nc(NC(=O)c3ccco3)ccc12 | -0.1 | -4 | 3 | 1.4
CCC(=O)N1c2ccc(S(=O)(=O)CCC(=O)Nc3ccc(OC)cc3)cc2CC1C (stereo unspecified) | 0.0 | -3 | -4 | 0.4
Cc1nc2sc3c(=O)n(-c4cccc5ccccc45)nnc3c2c(C)c1Cl | 0.0 | -3 | 11 | 0.5
CCNC(=S)N1CCN(S(=O)(=O)c2ccc(C)c(C)c2)CC1 | -0.1 | -4 | -4 | 1.2
COc1ccc(-c2sc(C(=O)O)c(C)c2C#N)cc1 | -0.1 | 1 | 7 | 0.4
Cc1ccc(S(=O)(=O)Nc2ccc(C)c(N3CCCC3=O)c2)s1 | -0.3 | 0 | 3 | 1.0
COc1ccc(C2C(=O)N(C3CCCCC3)CC(=O)N2Cc2ccco2)cc1OC (stereo unspecified) | -0.1 | 2 | -10 | -0.5
COc1ccc(CC(=O)Nc2ccc(-c3cn4cccnc4n3)cc2)cc1OC | 0.0 | 3 | 11 | -0.7
Cc1ccc(-n2ncc(C#N)c2/N=C/N2CCOCC2)cc1 | -0.2 | -13 | 0 | 0.7
CCOc1ccc(C(=O)/C=C/c2ccc(C(=O)OC)cc2)cc1 | -0.3 | -3 | 3 | 0.3
O=C(COCc1cc(-c2ccco2)on1)Nc1cccc(Cl)c1 | 0.1 | -3 | -13 | -0.6
COC1CCN(C(=O)c2nc3ccccc3s2)CC1 | 0.0 | -61 | 12 | -1.3
O=C(OCC(=O)N1CCCCCC1)c1cc(=O)[nH]c(=O)[nH]1 | -0.1 | -12 | -8 | 1.4
CC(=O)C1CCCN(C2CCCN(c3nc(C)c4ccc(C)cc4n3)CC2)C1 (stereo unspecified) | 0.2 | -5 | -7 | 1.4
O=C(O)CN1C(=O)Nc2ccc(Br)cc2C1c1ccccc1 (stereo unspecified) | -0.1 | -12 | -13 | 1.8
Nc1c(C(=O)c2cc3ccccc3o2)oc2ccc(Br)cc12 | 0.4 | 5 | 8 | -0.2
COc1ccc2[nH]c3c(=O)n(CCC(=O)NCCc4ccccc4)c(=S)[nH]c3c2c1 | 0.2 | 10 | 9 | 2.3
Cc1cccc2sc(NC(=O)Cn3c(=O)c4ccccc4n(C)c3=O)nc12 | 0.0 | 10 | 8 | 0.4
COc1ccc(C(=O)Nc2nc(C34CC5CC(CC(C5)C3)C4)c(C)s2)cc1 | 0.1 | -2 | 6 | 0.1
CC(C)CCNC(=O)c1ccc2c(c1)NC(=O)C(CS(=O)(=O)Cc1ccc(F)cc1Cl)N2 (stereo unspecified) | -0.2 | -7 | -5 | -1.2
COCCCNC(=S)N1CCC(C(=O)c2ccc(F)cc2)CC1 | -0.1 | -5 | 20 | 0.0
Cc1ccc2cc(NC(=O)c3cccc4c3OC(C)(C)C4)ccc2n1 | -0.1 | -37 | -6 | 0.5
COc1ccc(/C=C2\N=C(c3ccc(F)cc3)OC2=O)c(OC)c1OC | -0.1 | -3 | 4 | 0.2
CCCc1nnc(SCC(=O)N2CCc3ccccc32)n1C | 1.0 | -16 | 22 | -1.4
Cc1ccc(OCc2nnc(SCC(=O)Nc3cccc(F)c3C)o2)cc1 | 0.1 | 4 | -5 | 2.8
CC(C)(Oc1ccc(Cl)cc1)C(=O)Nc1ccc2oc(=O)ccc2c1 | 0.0 | -5 | -4 | 1.1
COc1cccc(C2Oc3ccc(Cl)cc3C3CC(c4ccco4)=NN32)c1 (stereo unspecified) | -0.1 | 0 | 8 | -0.7
CN(C)S(=O)(=O)c1cccc(N)c1 | 0.0 | -2 | 5 | 0.1
